NFkB transloc inh = inhibitors of IL-1B driven NFkB p65 nuclear import, primary screen, imaging, HUVEC, IL-1B stimulus, high-content imaging | HUVEC IL-1B NFkB p65 nuclear translocation imaging | inhibition, % at 2 µM | actives 0.43% (n = 94,000) | AID 796, 2007;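 active = inhibition above about 30% together with a positive call from visual inspection of the well image, limit read from the data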;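 note: nuclear over cytoplasmic p65 intensity ratio measured by imaging; 0% = IL-1B stimulated DMSO wells and 100% = unstimulated DMSO wells; values of inactives mirror those of a sister screen read the other way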
PLAP inhibition = PLAP enzyme inhibitors, biochemical, luminescence, HTS (AID 690); purified PLAP, luminescent substrate; higher % means a stronger effect; one-dose inhibition, % at 20 µM; IC50 in µM for titrated hits; actives 0.08% (n = 96,000); in the data active = a potency from the dose series; inactive = the rest, 99 in 100 with inhibition below about 30%; note: strong numbers were not always called active
Bcl-B TR3 displacers = displacers of TR3 peptide from Bcl-B, primary screen, selectivity assay for Bfl-1 inhibitor project, biochemical, fluorescence polarization | Bcl-2-like protein 10 (Homo sapiens) | FP displacement of FITC-TR3 peptide from Bcl-B; higher % means a stronger effect | one-dose displacement, % at 20 µM; IC50 in µM for titrated hits | actives 0.11% (n = 96,000);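 active = displacement above 50% at 20 µM plus a fluorescence interference ratio under 1.5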;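 note: plate controls were wells without compound for no effect and wells lacking Bcl-B protein for full effect; a part of the inactive calls stands beside numbers as strong as those of hits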
NFkB transloc pot = enhancers of NFkB p65 translocation in HUVEC – imaging, IL-1B stimulus, high-content imaging, primary screen. actives 0.3% (n = 94,000). activation, % at 2 µM. HUVEC IL-1B NFkB p65 nuclear translocation imaging;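 active = activation above 40%, about the mean plus 3 SD, also judged a hit on visual image review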;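 note: percent activation is computed from the nuclear over cytoplasmic p65 intensity ratio; values of inactives mirror those of a sister screen read the other way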
MRP resist rev = reversal of MRP1-mediated doxorubicin resistance, primary screen, H69AR cells, doxorubicin co-treatment. H69AR cells + 2 uM doxorubicin, CellTiter-Glo, 72 h. differential viability (reversal), % at 10 µM. actives 0.04% (n = 85,000). AID 602, 2007;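 active = viability drop by adding the cancer drug above about 55%, with treated viability meeting a 40% cutoff, limit read from the data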;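 note: viability without doxorubicin minus viability with 2 µM doxorubicin for each compound; larger differential means the compound sensitizes cells more to doxorubicin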
MRP resist rev cytotoxicity = second read-out of MRP resist rev, no call of its own (marks repeat the call); viability, %; H69AR cells, CellTiter-Glo, 72 h; measured here: cytotoxicity without doxorubicin
MRP resist rev with doxorubicin = recorded beside MRP resist rev, whose call it bears; viability, %; measured here: viability with 2 uM doxorubicin; stronger effect = lower value
NFkB transloc inh cell count 2 µM = further read-out of NFkB transloc inh, marked with its call; cell count; measured here: cells passing quality filter;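 raw number of nuclei counted in each imaged well without normalization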
NFkB transloc pot cell count 2 µM = further read-out of NFkB transloc pot, marked with its call; cell count; measured here: cells passing quality filter
The depositor's hits bear a star. Only part of the results is shown; rates above refer to the full screens.

Screening COC(=O)C1=C(C)NC2=C(C(=O)CC(c3cccs3)C2)C1c1ccsc1 (stereo not given) returned NFkB transloc inh -31, PLAP inhibition 5%, Bcl-B TR3 displacers 12%, NFkB transloc pot 31, MRP resist rev -33, MRP resist rev cytotoxicity 24, MRP resist rev with doxorubicin 56, NFkB transloc inh cell count 2 µM 102 and NFkB transloc pot cell count 2 µM 102.
`Cn1c(SCC(=O)Nc2ccccc2-c2ccccc2)nnc1-c1ccco1` gave NFkB transloc inh -14, PLAP inhibition -32%, Bcl-B TR3 displacers -4%, NFkB transloc pot 14, MRP resist rev 9, MRP resist rev cytotoxicity 107, MRP resist rev with doxorubicin 98, NFkB transloc inh cell count 2 µM 106 and NFkB transloc pot cell count 2 µM 106.
`CC(C)CCNC(=O)COc1ccc2c(c1)C(=O)CC(C)(C)O2` gave NFkB transloc inh -1, PLAP inhibition -2%, Bcl-B TR3 displacers -6%, NFkB transloc pot 1, MRP resist rev 5, MRP resist rev cytotoxicity 98, MRP resist rev with doxorubicin 93, NFkB transloc inh cell count 2 µM 207 and NFkB transloc pot cell count 2 µM 207.
For CCCc1[nH]nc2c1C1(CCOC1C)C(C#N)=C(N)O2 (stereo not given) the results were NFkB transloc inh 9, PLAP inhibition 14%, Bcl-B TR3 displacers -6%, NFkB transloc pot -9, MRP resist rev 9, MRP resist rev cytotoxicity 99, MRP resist rev with doxorubicin 90, NFkB transloc inh cell count 2 µM 119 and NFkB transloc pot cell count 2 µM 119.
O=S(=O)(c1ccc(-c2csc(=Nc3ccccc3)n2CCCN2CCOCC2)cc1)N1CCOCC1 was read as NFkB transloc inh -4, PLAP inhibition -3%, Bcl-B TR3 displacers -5%, NFkB transloc pot 4, MRP resist rev 18, MRP resist rev cytotoxicity 46, MRP resist rev with doxorubicin 28, NFkB transloc inh cell count 2 µM 166 and NFkB transloc pot cell count 2 µM 166.
`COc1ccc(S(=O)(=O)N(CCCN2CCCC2=O)Cc2cc3c(C)cc(C)cc3[nH]c2=O)cc1` gave NFkB transloc inh 2, PLAP inhibition -38%, Bcl-B TR3 displacers -4%, NFkB transloc pot -2, MRP resist rev -4, MRP resist rev cytotoxicity 64, MRP resist rev with doxorubicin 68, NFkB transloc inh cell count 2 µM 155 and NFkB transloc pot cell count 2 µM 155.
Screening O=C(Cc1ccsc1-c1ccccc1)NO returned NFkB transloc inh -6, PLAP inhibition -20%, Bcl-B TR3 displacers -7%, NFkB transloc pot 6, NFkB transloc inh cell count 2 µM 123 and NFkB transloc pot cell count 2 µM 123.
`CC(C)Sc1nc2c(c(=O)n1-c1ccc(F)cc1)SCC2` gave NFkB transloc inh -8, PLAP inhibition 11%, Bcl-B TR3 displacers -13%, NFkB transloc pot 8, MRP resist rev 0, MRP resist rev cytotoxicity 74, MRP resist rev with doxorubicin 74, NFkB transloc inh cell count 2 µM 167 and NFkB transloc pot cell count 2 µM 167.
`O=C(CCCN1C(=O)c2cccc3cccc(c23)C1=O)N1CCN(Cc2ccc3c(c2)OCO3)CC1` gave NFkB transloc inh -4, PLAP inhibition -64%, Bcl-B TR3 displacers -9%, NFkB transloc pot 4, NFkB transloc inh cell count 2 µM 118 and NFkB transloc pot cell count 2 µM 118.
`CSc1nc2sc3c(c2c(=O)n1C)CCCC3` gave PLAP inhibition 6%, Bcl-B TR3 displacers 1%, MRP resist rev -3, MRP resist rev cytotoxicity 90 and MRP resist rev with doxorubicin 93.
`COC(=O)Cn1cc(C(=O)c2ccco2)c2ccccc21` gave NFkB transloc inh 8, PLAP inhibition 9%, Bcl-B TR3 displacers -10%, NFkB transloc pot -8, MRP resist rev -4, MRP resist rev cytotoxicity 80, MRP resist rev with doxorubicin 84, NFkB transloc inh cell count 2 µM 92 and NFkB transloc pot cell count 2 µM 92.
For CC(C)Cn1c(N2CCN(C(=O)c3cccs3)CC2)nc2ccccc21 the results were NFkB transloc inh 4, PLAP inhibition -18%, Bcl-B TR3 displacers -2%, NFkB transloc pot -4, MRP resist rev -14, MRP resist rev cytotoxicity 81, MRP resist rev with doxorubicin 95, NFkB transloc inh cell count 2 µM 153 and NFkB transloc pot cell count 2 µM 153.
For Cc1oc(CC(C)C)cc1C(=O)Nc1ccc(C(=O)O)cc1 the results were NFkB transloc inh 2, PLAP inhibition -22%, Bcl-B TR3 displacers 14%, NFkB transloc pot -2, MRP resist rev 3, MRP resist rev cytotoxicity 83, MRP resist rev with doxorubicin 81, NFkB transloc inh cell count 2 µM 118 and NFkB transloc pot cell count 2 µM 118.
COc1ccc(C(=O)N2CCCC2)cc1S(=O)(=O)N1CCC(C)CC1 was read as PLAP inhibition -26%, Bcl-B TR3 displacers -12%, MRP resist rev 5, MRP resist rev cytotoxicity 92 and MRP resist rev with doxorubicin 87.
O=C(N1CCOCC1)N1CCN(C(=O)N(c2ccccc2)c2ccccc2)CC1 was read as NFkB transloc inh 6, PLAP inhibition -23%, Bcl-B TR3 displacers -5%, NFkB transloc pot -6, MRP resist rev 1, MRP resist rev cytotoxicity 101, MRP resist rev with doxorubicin 100, NFkB transloc inh cell count 2 µM 179 and NFkB transloc pot cell count 2 µM 179.

The final two records of the part above are carried over, then new ones follow:
COc1ccc(C(=O)N2CCCC2)cc1S(=O)(=O)N1CCC(C)CC1 was read as PLAP inhibition -26%, Bcl-B TR3 displacers -12%, MRP resist rev 5, MRP resist rev cytotoxicity 92 and MRP resist rev with doxorubicin 87.
O=C(N1CCOCC1)N1CCN(C(=O)N(c2ccccc2)c2ccccc2)CC1 was read as NFkB transloc inh 6, PLAP inhibition -23%, Bcl-B TR3 displacers -5%, NFkB transloc pot -6, MRP resist rev 1, MRP resist rev cytotoxicity 101, MRP resist rev with doxorubicin 100, NFkB transloc inh cell count 2 µM 179 and NFkB transloc pot cell count 2 µM 179.
For Cc1cc(C)n2ncc(C(=O)NCCc3ccccc3)c2n1 the results were NFkB transloc inh -13, PLAP inhibition -18%, Bcl-B TR3 displacers -6%, NFkB transloc pot 13, MRP resist rev 8, MRP resist rev cytotoxicity 102, MRP resist rev with doxorubicin 94, NFkB transloc inh cell count 2 µM 77 and NFkB transloc pot cell count 2 µM 77.
For O=C(COc1ccccc1Cl)N1CCN(c2ncccn2)CC1 the results were NFkB transloc inh -2, PLAP inhibition -32%, Bcl-B TR3 displacers 5%, NFkB transloc pot 2, MRP resist rev 5, MRP resist rev cytotoxicity 85, MRP resist rev with doxorubicin 81, NFkB transloc inh cell count 2 µM 188 and NFkB transloc pot cell count 2 µM 188.
`O=C(Nc1ccc(Cl)cc1F)c1ccc(COc2c(F)c(F)c(F)c(F)c2F)o1` gave NFkB transloc inh 8, PLAP inhibition -2%, Bcl-B TR3 displacers 3%, NFkB transloc pot -8, MRP resist rev 6, MRP resist rev cytotoxicity 90, MRP resist rev with doxorubicin 84, NFkB transloc inh cell count 2 µM 194 and NFkB transloc pot cell count 2 µM 194.
For O=S(=O)(NCCSCc1c(Cl)cccc1Cl)c1ccc2c(c1)OCCO2 the results were NFkB transloc inh -3, PLAP inhibition 2%, Bcl-B TR3 displacers -4%, NFkB transloc pot 3, NFkB transloc inh cell count 2 µM 214 and NFkB transloc pot cell count 2 µM 214.
`CC1CCCCN1C(=O)c1ccccc1NC(=O)c1ccco1` (stereo not given) gave PLAP inhibition 6%, Bcl-B TR3 displacers -4%, MRP resist rev -17, MRP resist rev cytotoxicity 95 and MRP resist rev with doxorubicin 111.
N/C(=N\OC(=O)C12CC3CC(CC(C3)C1)C2)c1ccccc1 was read as NFkB transloc inh -11, PLAP inhibition 12%, Bcl-B TR3 displacers -2%, NFkB transloc pot 11, NFkB transloc inh cell count 2 µM 186 and NFkB transloc pot cell count 2 µM 186.
Screening COc1cc(C2=NOC(C(=O)NCc3cccs3)C2)cc(OC)c1OC (stereo not given) returned NFkB transloc inh -6, PLAP inhibition 6%, Bcl-B TR3 displacers -7%, NFkB transloc pot 6, MRP resist rev -41, MRP resist rev cytotoxicity 24, MRP resist rev with doxorubicin 65, NFkB transloc inh cell count 2 µM 178 and NFkB transloc pot cell count 2 µM 75.
Screening COc1cc(CCC(=O)N2CCN(S(=O)(=O)c3ccc(C)c(C)c3)CC2)cc(OC)c1OC returned NFkB transloc inh -25, PLAP inhibition -40%, Bcl-B TR3 displacers -1%, NFkB transloc pot 25, MRP resist rev 4, MRP resist rev cytotoxicity 74, MRP resist rev with doxorubicin 70, NFkB transloc inh cell count 2 µM 140 and NFkB transloc pot cell count 2 µM 140.
`CCOC(=O)c1ccccc1NC(=O)Nc1ccc(OC)c(OC)c1` gave NFkB transloc inh -8, PLAP inhibition 16%, Bcl-B TR3 displacers -4%, NFkB transloc pot 7, MRP resist rev 10, MRP resist rev cytotoxicity 90, MRP resist rev with doxorubicin 80, NFkB transloc inh cell count 2 µM 107 and NFkB transloc pot cell count 2 µM 107.
`O=C(O)CSCCn1cccn1` gave PLAP inhibition 3%, Bcl-B TR3 displacers -2%, MRP resist rev 2, MRP resist rev cytotoxicity 98 and MRP resist rev with doxorubicin 96.
Screening CC(=O)Nc1ccc(S(=O)(=O)NC(C(=O)O)C(C)C)cc1 (stereo not given) returned NFkB transloc inh -8, NFkB transloc pot 8, MRP resist rev -15, MRP resist rev cytotoxicity 85, MRP resist rev with doxorubicin 101, NFkB transloc inh cell count 2 µM 78 and NFkB transloc pot cell count 2 µM 78.
Cc1cc(NC(=O)c2cc(-c3ccccc3)on2)no1 was read as NFkB transloc inh -2, PLAP inhibition -14%, Bcl-B TR3 displacers 3%, NFkB transloc pot 2, MRP resist rev -5, MRP resist rev cytotoxicity 95, MRP resist rev with doxorubicin 100, NFkB transloc inh cell count 2 µM 175 and NFkB transloc pot cell count 2 µM 175.
`COc1ccc(N=C2C(=O)Nc3ccccc32)cc1` gave NFkB transloc inh 9, PLAP inhibition 9%, Bcl-B TR3 displacers -12%, NFkB transloc pot -9, NFkB transloc inh cell count 2 µM 147 and NFkB transloc pot cell count 2 µM 147.
Screening O=C(NCC1CCCO1)c1cccc(N2CCCC2=O)c1 (stereo not given) returned NFkB transloc inh -10, PLAP inhibition 14%, Bcl-B TR3 displacers -9%, NFkB transloc pot 11, MRP resist rev -6, MRP resist rev cytotoxicity 96, MRP resist rev with doxorubicin 102, NFkB transloc inh cell count 2 µM 144 and NFkB transloc pot cell count 2 µM 144.
COc1ccccc1-n1cnc2sc(-c3ccccc3)cc2c1=O was read as NFkB transloc inh -22, PLAP inhibition -2%, Bcl-B TR3 displacers 1%, NFkB transloc pot 22, NFkB transloc inh cell count 2 µM 117 and NFkB transloc pot cell count 2 µM 117.
Screening O=C(c1cccs1)N1CCN(C2CCN(Cc3ccccc3)CC2)CC1 returned NFkB transloc inh -6, PLAP inhibition -43%, Bcl-B TR3 displacers -1%, NFkB transloc pot 6, MRP resist rev 5, MRP resist rev cytotoxicity 85, MRP resist rev with doxorubicin 80, NFkB transloc inh cell count 2 µM 176 and NFkB transloc pot cell count 2 µM 176.
CC(=O)C1=C(O)C(=O)N(CCC(=O)O)C1c1cccc(F)c1 (stereo not given) was read as PLAP inhibition -2%, Bcl-B TR3 displacers -2%, MRP resist rev 2, MRP resist rev cytotoxicity 94 and MRP resist rev with doxorubicin 91.
`O=C(Nc1ccc2c(c1)OCO2)c1cnc2n(c1=O)CCS2` gave NFkB transloc inh 1, NFkB transloc pot -1, MRP resist rev -4, MRP resist rev cytotoxicity 81, MRP resist rev with doxorubicin 85, NFkB transloc inh cell count 2 µM 136 and NFkB transloc pot cell count 2 µM 136.
O=c1[nH]c(SCc2n[nH]c(=S)n2-c2ccccc2)nc2sc3c(c12)CCC3 was read as NFkB transloc inh 1, PLAP inhibition 16%, Bcl-B TR3 displacers -2%, NFkB transloc pot -1, MRP resist rev -8, MRP resist rev cytotoxicity 92, MRP resist rev with doxorubicin 100, NFkB transloc inh cell count 2 µM 189 and NFkB transloc pot cell count 2 µM 189.
For O=S(=O)(/N=C(/Nc1ccccc1F)c1ccccc1)c1ccccc1 the results were NFkB transloc inh 16, PLAP inhibition -14%, Bcl-B TR3 displacers 0%, NFkB transloc pot -16, NFkB transloc inh cell count 2 µM 171 and NFkB transloc pot cell count 2 µM 171.

Screening data: PubChem, several laboratories
